Source: PubChem BioAssay
EBNA-1 inhibitor – blocks EBNA-1 binding to DNA; EBNA-1 DNA binding, fluorescence polarization; inhibition, % at 14.8 µM; hit rate 0.34% among 300,000; AID 1950; in the data active = inhibition above about 28%
ZTA counter – blocks Epstein-Barr virus ZTA, an EBNA-1 counter-screen. ZTA-DNA binding, fluorescence polarization. inhibition, % at 11 µM. hit rate 0.15% among 320,000. P03206; in the data active = inhibition above about 33%
Target sequence (P03206 whole entry, looked up): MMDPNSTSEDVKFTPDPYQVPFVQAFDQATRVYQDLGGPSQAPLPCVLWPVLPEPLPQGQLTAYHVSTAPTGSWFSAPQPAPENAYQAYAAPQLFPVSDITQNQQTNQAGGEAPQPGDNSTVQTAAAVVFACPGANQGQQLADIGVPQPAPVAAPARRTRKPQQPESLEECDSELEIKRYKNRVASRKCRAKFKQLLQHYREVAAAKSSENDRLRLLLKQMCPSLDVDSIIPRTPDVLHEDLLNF
PAFAH2 FP inh – inhibitors of human PAFAH2. AID 492956. Q99487. inhibition, % at 3.39 µM. hit rate 0.99% among 340,000. recombinant PAFAH2, FP-rhodamine activity probe, fluorescence polarization;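 active = inhibition above the mean over all tested compounds plus 3 SD, cut at about 30% in these data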;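 note: inhibitors block probe labeling of enzyme so polarization drops; 0% = enzyme with DMSO and 100% = wells lacking PAFAH2 protein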
pPAFAH inh – inhibitors of human plasma PAF acetylhydrolase (pPAFAH); recombinant pPAFAH, FP-rhodamine probe fluorescence polarization; inhibition, % at 3.39 µM; hit rate 1.5% among 330,000;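 active = inhibition above the mean inhibition across the screen plus 3 SD, cut at about 25% in these data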;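 note: inhibitors block binding of the rhodamine activity-based probe so polarization drops; 0% = enzyme with DMSO and 100% = wells lacking pPAFAH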
LYPLA1 inh – blocks human lysophospholipase 1, a PME1 counter-screen. O75608. recombinant LYPLA1, FP-Rh probe fluorescence polarization. inhibition, % at 5.9 µM. hit rate 0.16% among 320,000;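 active = inhibition above the mean of all tested compounds plus 3 SD, set per campaign, cut at about 14% in these data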;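 note: inhibitors block serine hydrolase probe labeling of LYPLA1 so polarization falls; 0% = enzyme with DMSO and 100% = wells lacking LYPLA1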
Target sequence (O75608 whole entry, looked up): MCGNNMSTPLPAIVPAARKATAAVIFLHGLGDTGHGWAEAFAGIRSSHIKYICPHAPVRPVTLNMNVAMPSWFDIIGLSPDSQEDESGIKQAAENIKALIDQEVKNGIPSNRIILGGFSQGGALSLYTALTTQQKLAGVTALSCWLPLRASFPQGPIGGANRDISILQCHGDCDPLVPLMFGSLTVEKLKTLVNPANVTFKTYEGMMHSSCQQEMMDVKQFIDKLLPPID
PREPL inh – inhibitors of human prolyl oligopeptidase-like enzyme PREPL | recombinant PREPL, fluorescence polarization activity-based probe | inhibition, % at 5.96 µM | hit rate 0.68% among 320,000 | AID 2751; in the data active = inhibition above about 43%;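 note: 0% = enzyme with DMSO and 100% = wells lacking enzyme; many of its hits are not listed in these tables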
LYPLA2 inh – counter-screen for PME1 inhibitors: inhibitors of human LYPLA2; hit rate 0.38% among 320,000; AID 2177; O95372; inhibition, % at 5.9 µM; recombinant LYPLA2, FP-Rh probe fluorescence polarization;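 active = inhibition above the screen-wide mean plus 3 SD, limit set per campaign, cut at about 26% in these data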;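 note: 0% = LYPLA2 with DMSO and 100% = wells lacking LYPLA2 enzyme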
Target sequence (O95372 whole entry, looked up): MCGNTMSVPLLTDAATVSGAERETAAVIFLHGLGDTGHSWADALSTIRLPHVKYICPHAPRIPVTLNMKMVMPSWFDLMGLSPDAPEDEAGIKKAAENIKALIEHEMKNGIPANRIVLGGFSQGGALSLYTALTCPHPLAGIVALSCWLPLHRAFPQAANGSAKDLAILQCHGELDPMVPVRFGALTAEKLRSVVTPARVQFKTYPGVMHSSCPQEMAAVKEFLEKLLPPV
PAFAH1B3 inh – PAFAH1B3 (human) inhibition. Q15102. recombinant PAFAH1B3, FP-rhodamine probe, fluorescence polarization. inhibition, % at 3.39 µM. hit rate 0.28% among 340,000;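 active = inhibition above the screen-wide average of all tested compounds plus 3 SD, cut at about 25% in these data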;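 note: 0% = enzyme with DMSO only and 100% = wells lacking PAFAH1B3 protein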
Target sequence (Q15102 whole entry, looked up): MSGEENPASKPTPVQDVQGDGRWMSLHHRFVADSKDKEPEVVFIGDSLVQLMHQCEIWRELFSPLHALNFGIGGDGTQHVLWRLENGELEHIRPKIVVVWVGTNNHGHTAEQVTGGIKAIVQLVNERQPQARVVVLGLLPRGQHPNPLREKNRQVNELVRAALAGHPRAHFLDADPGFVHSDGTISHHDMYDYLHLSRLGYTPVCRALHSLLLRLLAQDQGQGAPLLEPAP
PAFAH1B2 FP inh – blocks human PAF acetylhydrolase 1b catalytic subunit 2. recombinant PAFAH1B2, FP-rhodamine activity probe, fluorescence polarization. inhibition, % at 3.39 µM. hit rate 1.2% among 340,000. AID 492953;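 active = inhibition above the mean of all tested compounds plus 3 SD, cut at about 24% in these data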;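 note: 0% = enzyme with DMSO and 100% = wells lacking PAFAH1B2; many of its hits are not listed in these tables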
An asterisk follows results filed as active; x = not tested or not shown. Not all compounds are listed, so the mix of outcomes need not match the whole.

SMILES	EBNA-1 inhibitor	ZTA counter	PAFAH2 FP inh	pPAFAH inh	LYPLA1 inh	PREPL inh	LYPLA2 inh	PAFAH1B3 inh	PAFAH1B2 FP inh
COc1cccc(NC(=O)CCc2c(C)nc3nc(CNC(=O)c4cccc(F)c4)nn3c2C)c1	-1	-3	4	2	-3	10	-2	3	1
O=C(c1sc2ccccc2c1Cl)N(Cc1cccs1)C1CCS(=O)(=O)C1 (stereo not given)	-4	-3	1	8	0	-16	0	1	3
CN(C)C1=NC(=O)/C(=C\c2ccccc2)S1	7	-2	2	3	9	0	7	8	3
COc1ccccc1C(=O)n1nc(C)cc1C	1	-12	6	0	5	10	5	7	7
O=S(=O)(Nc1nc2ccccc2nc1Nc1ccc2c(c1)OCCO2)c1cccs1	10	9	14	49*	-4	21	0	2	11
COc1ccc(C(NC(=O)CC(C)C)NC(=O)CC(C)C)cc1OC	11	0	-3	2	2	-3	5	3	-5
CN=c1scc(-c2ccc(Cl)cc2)n1C	10	5	3	0	3	4	4	6	-2
Cc1ccc(C2c3c(C)nn(-c4ccc([N+](=O)[O-])cc4)c3N=C3C(=O)Nc4ccccc4N32)cc1 (stereo not given)	-8	4	x	-5	-7	-9	-26	x	x
CC1=C(C(=O)NCc2ccco2)C2(CCC(C)CC2)OC1=O (stereo not given)	-5	-19	-5	-1	1	2	2	9	4
Cc1nnc(N(Cc2ccco2)C(=O)c2cccc(C#N)c2)s1	1	-6	9	2	0	3	-1	-3	1
COc1cc(OC)c2c(O)c3c(c(-c4c5c(c(O)c6c(OC)cc(OC)cc46)CO[C@@H](C)[C@H]5O)c2c1)[C@H](O)[C@H](C)OC3	18	-2	24	78*	-6	3	-12	8	22
O=C(CCc1ccccc1)Nc1nc2n(n1)C(c1ccccc1)CC(=O)N2 (stereo not given)	-7	-3	1	-3	0	-2	-1	6	5
COc1cc(S(=O)(=O)Nc2cccc3cn[nH]c23)c(OC)cc1Cl	-10	-11	2	3	-6	-3	-2	5	-1
CC(=O)Oc1ccc2c(c1)cc(C)n2C	-1	-3	2	4	2	15	-4	-2	5
CS(=O)(=O)N1CCC(C(=O)Nc2cccc(F)c2)CC1	20	-1	4	6	-3	3	-6	4	4
CN1CCN(S(=O)(=O)c2ccc(-c3ccc(Cl)cc3)cc2)CC1	1	-2	-3	-1	2	-21	4	-2	2
COCCn1c(=O)[nH]c2cc(C(=O)Nc3nnc(C)s3)ccc21	0	5	3	1	1	-12	9	5	-1
CCN(CC)C(=O)COc1ccc(C=O)cc1OC	-11	8	-3	2	-4	-2	-7	6	0
CN(C)c1ccc(/C=C(\NC(=O)c2ccccc2)C(=O)NCCCN2CCOCC2)cc1	15	-4	-5	0	0	4	-1	-1	0
CCOc1ccc(C(=O)/C=C/c2cn(CN3CCN(C)CC3)c3ccccc23)cc1	-3	-13	6	16	-10	20	-9	3	9
Cc1cc(NC(=O)COC(=O)CCS(=O)(=O)c2cc(Cl)ccc2Cl)no1	1	1	10	9	5	-1	6	6	-2
CC(C)(C)OC(=O)NC1CNNC1=O (stereo not given)	x	-1	-1	0	3	-3	0	-2	-2
O=C(Cc1ccc(F)cc1)NCCc1ccc(F)cc1	-3	-15	3	5	5	-16	2	2	18
Cc1ccc(O)c(C2=Nc3ccccc3C2(C)C)c1	7	10	3	-3	-2	17	-4	0	-1
O=C(NCc1ccco1)c1cc(-c2ccc(Cl)cc2)on1	3	1	-7	0	-5	-1	-9	11	-6
COc1ccc(C(=O)Nc2cccc(-c3cnc4ccccc4n3)c2)cc1	-7	-25	-6	-9	0	-3	-5	6	4
O=C(c1ccc2c(=O)n3c(nc2c1)CCCCC3)N1CCCCC1	1	9	3	1	-2	-5	-4	0	3
CN(C)c1ccc(NC(=O)Nc2cccc3ccccc23)cc1	-12	4	-1	9	-4	22	3	4	-3
Cc1cccc(-c2c3c(=O)n(C)c(=O)n(C)c3cn2-c2ccc(O)cc2)c1	9	4	4	7	3	6	1	3	3
C=CCNC(=S)Nc1cc(Cl)ccc1OC	0	3	-2	1	5	7	5	5	1
S=C1NCN(Cc2cccnc2)CN1	1	-3	x	2	2	2	0	x	x
COc1cc(OC)nc(NC2OC(=O)c3ccccc32)n1 (stereo not given)	-9	-4	-1	-3	-2	-10	5	6	9
COc1ccc(NC(=O)CN(C)C(=O)c2ccc(NS(=O)(=O)c3cccc([N+](=O)[O-])c3)cc2)cc1	-2	-2	2	1	-4	-11	-6	-3	6
Cc1ccc(OCc2cccc(S(=O)(=O)N(C)C)c2)c([N+](=O)[O-])n1	2	8	-2	6	-2	-3	1	7	-1
O=C(O)C12CC3CC(C1)CC(n1cnc(Cl)n1)(C3)C2	-14	-11	5	1	2	14	-2	5	3
COc1ccc(N2C(=O)CC(C#N)=C2N)cc1	2	-5	-11	0	-1	8	0	1	-5
CC1CCCCN1CCCNc1ccc(C(CC(N)=O)NC(=O)Cc2cccc3ccccc23)cc1[N+](=O)[O-] (stereo not given)	-6	-27	5	5	0	13	2	2	4
Cc1cc(-c2nnc3n2N=C(c2ccccc2Br)CS3)n[nH]1	-12	-25	4	-13	-4	5	-2	4	2
Cc1nn(Cc2ccccc2)c(C)c1NC(=O)CCCn1nc(C)c([N+](=O)[O-])c1C	-3	0	-2	4	-3	3	-6	3	0
CCOC(=O)CC1C(=O)NCCN1C(=S)Nc1ccccc1 (stereo not given)	-5	20	-4	1	1	-4	-6	8	9
COC(=O)CCCCCCCC(=O)Nc1nnc(C(F)(F)F)s1	5	8	6	10	2	6	3	3	2
Cc1cc(C)n(-c2ccc(C(=O)Nc3cc(C(F)(F)F)ccc3N3CCOCC3)cc2)n1	11	4	11	5	-2	2	7	2	1
CO/N=C/C(C#N)c1ncc(C(F)(F)F)cc1Cl (stereo not given)	0	-10	1	1	1	5	0	1	6
CN(C)C(CNC(=O)c1ccc(C2SCCS2)cc1)c1ccccc1 (stereo not given)	5	-5	-7	-1	3	-16	-4	4	6
COc1cc(C(=O)NCC(=O)N2CC=C(c3ccccc3)CC2)cc(OC)c1OC	-7	-7	2	7	-1	15	6	2	3
COc1ccccc1N1CCN(C(=O)c2ccc(CN3CCc4ccccc4C3)cc2)CC1	10	-13	-4	4	1	4	10	1	1
CCN(CC)S(=O)(=O)c1ccc(Nc2ccc(-c3ccc4c(c3)OCCO4)nn2)cc1	-5	22	2	6	-28	3	-26	10	1
Cc1ccc2c(c1)C1CC(C)(O2)N(c2cccc(C(=O)NCc3ccccn3)c2)C(=O)N1 (stereo not given)	-1	-2	-1	5	3	5	10	8	4
O=C(COC(=O)c1cccnc1)Nc1ccccc1	-11	3	4	-4	-1	0	0	-1	-2
NS(=O)(=O)c1ccc(NC(=O)CCC(=O)c2cccs2)cc1	-19	-17	-2	-3	-7	-3	-15	10	6
c1ccc(Cc2nnc3sc(-c4ccc5c(c4)OCCO5)nn23)cc1	10	10	-9	-1	-2	-21	-7	-5	0
COc1cccc2sc(N(CCCN(C)C)C(=O)c3sc4ccccc4c3Cl)nc12	0	-8	-8	-1	0	-56	1	14	-2
CCn1c2ccccc2c2cc(N=C3SC(CC(=O)Nc4ccccc4OC)C(=O)N3C)ccc21 (stereo not given)	-1	15	-11	3	-1	3	2	0	0
CCOc1cc(C(=O)N/N=C/C2CC=CCC2)cc(OCC)c1OCC (stereo not given)	-3	0	-6	-3	-4	16	-2	1	1
CCOCCCNC(=S)N(Cc1ccccc1)Cc1nc2ccccc2c(=O)[nH]1	10	2	-1	0	-5	2	1	-4	-4
COC(=O)[C@]1(C)N[C@H](c2ccc(-c3cccc(Cl)c3)cc2)[C@@H]2C(=O)N(C)C(=O)[C@@H]21	x	x	0	19	x	9	x	5	2
N#CCSc1n[nH]c2nc3c(c(=O)n12)C1(CCCCC1)Cc1ccccc1-3	2	12	38*	22	1	3	2	6	91*
CCCCOC(=O)Cn1c(-c2ccccc2)nc2ccccc2c1=O	0	-5	-2	-2	-2	7	-5	8	0
CC1CCN(C(=O)CSc2nnc(-c3cccnc3)n2C2CCCCC2)CC1	-6	-11	3	3	0	10	5	-5	5
COc1ccc(NC(=O)C(=O)NCCN2CCN(C(=O)c3ccco3)CC2)cc1	-6	-5	-1	5	-1	2	-1	10	3

Part of the list above, showing only pPAFAH inh:
SMILES,pPAFAH inh
Cc1nn(Cc2ccccc2)c(C)c1NC(=O)CCCn1nc(C)c([N+](=O)[O-])c1C,4
CCOC(=O)CC1C(=O)NCCN1C(=S)Nc1ccccc1 (stereo not given),1

Additional compounds.
SMILES	EBNA-1 inhibitor	ZTA counter	PAFAH2 FP inh	pPAFAH inh	LYPLA1 inh	PREPL inh	LYPLA2 inh	PAFAH1B3 inh	PAFAH1B2 FP inh
O=C(Cn1nc(-c2ccccc2)c2ccccc2c1=O)NCC1CCCO1 (stereo not given)	8	-7	-3	4	-2	-8	3	3	2
Cc1ccccc1C(=O)Nc1nnc(SCC(=O)NCc2ccco2)s1	8	8	3	1	-2	-4	3	6	0
O=C(N/N=C/c1ccc(Cl)c(Cl)c1)c1ccc2nc[nH]c2c1	8	10	-16	-4	-17	-21	-6	-5	-3
Oc1c(C(c2ccco2)N2CCOCC2)sc2ncnn12 (stereo not given)	10	2	0	0	2	-2	0	-5	9
Oc1cc(Cc2ccccc2)cnc1CN1CCCCC1	0	4	-3	-3	-4	9	-9	7	12
Cc1nnc(SC(C)C(=O)Nc2sc3c(c2C#N)CCCC3)[nH]c1=O (stereo not given)	-4	-19	10	0	3	10	9	-4	2
COc1cccc(NC(=O)CN(C)C(=O)c2cc3c(s2)CCC(C)C3)c1 (stereo not given)	5	-3	-1	5	-3	-5	-8	8	3
N#Cc1c(-c2ccco2)nc(SCC(=O)Nc2ccc(S(N)(=O)=O)cc2)[nH]c1=O	7	-6	x	0	-3	25	-3	x	x
Cc1ccc(C)c(NC(=O)C(Sc2nc3ccccc3c(=O)n2CC(C)C)c2ccccc2)c1 (stereo not given)	32*	-7	4	2	0	-6	3	-4	4
O=S(=O)(/C=C/c1ccccc1)N1CCN(c2cccc(Cl)c2)CC1	-4	19	6	2	-3	-73	-2	4	1
CCc1ccc(S(=O)(=O)N2CCN(Cc3ccco3)CC2)cc1	13	14	5	2	0	-6	1	3	2
Cc1ccccc1C(=O)N1CCN(S(=O)(=O)c2cccs2)CC1	5	14	0	0	-1	1	-4	2	7

Full records, quoted from the list.
O=C(Cn1nc(-c2ccccc2)c2ccccc2c1=O)NCC1CCCO1 (stereo not given) across the screens: EBNA-1 inhibitor = 8; ZTA counter = -7; PAFAH2 FP inh = -3; pPAFAH inh = 4; LYPLA1 inh = -2; PREPL inh = -8; LYPLA2 inh = 3; PAFAH1B3 inh = 3; PAFAH1B2 FP inh = 2
Oc1cc(Cc2ccccc2)cnc1CN1CCCCC1 across the screens: EBNA-1 inhibitor = 0; ZTA counter = 4; PAFAH2 FP inh = -3; pPAFAH inh = -3; LYPLA1 inh = -4; PREPL inh = 9; LYPLA2 inh = -9; PAFAH1B3 inh = 7; PAFAH1B2 FP inh = 12

Remaining list, next part:
SMILES	EBNA-1 inhibitor	ZTA counter	PAFAH2 FP inh	pPAFAH inh	LYPLA1 inh	PREPL inh	LYPLA2 inh	PAFAH1B3 inh	PAFAH1B2 FP inh
CN(C(=O)C(C)(C)C)c1ccc(OCC(=O)N2CCc3ccccc3C2)cc1	0	0	5	0	3	-23	10	3	2
CCN(CC)CCCN=Cc1c(-c2ccccc2)[nH]n(-c2nc3ccccc3s2)c1=O	-16	-2	7	5	-2	14	-2	10	12
CC1CN(C(=O)CCC(=O)NC(C)c2ccccc2)c2cc(Cl)ccc2O1 (stereo not given)	16	23	-2	1	-1	6	-7	5	9
CCOC(=O)N1CCN(S(=O)(=O)c2ccc3c4c(cccc24)C(=O)N3)CC1	12	14	2	-4	-3	-7	-6	1	3
O=C(O)C1CCCCC1C(=O)N1CCCC1 (stereo not given)	-9	9	6	6	1	1	0	4	11
